# All columns: NCI-60 one-dose screen, growth in % after 48 h at 10 µM unless noted; 100 = growth as untreated, 0 = no growth, -100 = all killed.
# NCI-H226: NCI-H226 lung cancer. 3.5% of 79,000 active. AID 1794732
# KM12: KM12 colon cancer cells | 5% of 82,000 active | AID 1794800
# HCT-15: HCT-15 colon cancer; 5.2% of 82,000 active
# SW-620: SW-620 colon cancer; 5.2% of 82,000 active
# HCT-116: HCT-116 colon cancer; 7.3% of 82,000 active
# COLO 205: COLO 205 colon cancer; 7.3% of 79,000 active; AID 1794742
# NCI-H460: NCI-H460 lung cancer. 6.8% of 82,000 active
# NCI-H322M: NCI-H322M lung cancer; 2.7% of 80,000 active
# HT29: HT29 colon cancer. 7.4% of 81,000 active. AID 1794748
# * = called active by the depositor; . = not tested or not shown. How the source made its calls: active means growth percent below 10; inactive means the rest.
1) CC1(c2ccccc2)CCC(=O)NC1 (stereo not drawn)
2) COc1ccc(CNC2CCN(c3ccc(NC(=O)c4cccc(Cl)c4)cc3)CC2)cc1OC
3) Cc1ccc(NC(N)=O)cc1
4) O=C1CCC(C(=O)N/N=C/c2ccccn2)N1 (stereo not drawn)
5) N#Cc1nc(-c2ccccc2)oc1S(=O)(=O)N1CCN(CCc2ccccn2)CC1
6) CC1(C)CC(=O)C(c2c(-c3ccccc3)[nH]c3[nH]c(=S)[nH]c(=O)c23)=C(O)C1

screen / no.,1,2,3,4,5,6
NCI-H226,101,.,111,110,98,108
KM12,114,81,116,106,84,118
HCT-15,115,91,103,101,-27*,112
SW-620,107,77,116,104,-24*,104
HCT-116,109,81,106,106,12,102
COLO 205,121,108,127,109,30,119
NCI-H460,108,72,118,102,100,117
NCI-H322M,106,111,108,108,96,102
HT29,109,107,107,104,-5.8*,106

7) COc1ccc(-c2csc(NC(=O)CSc3nc(C)cc(=O)[nH]3)n2)cc1
8) Cc1ccc(C2=NN(c3ccc(S(N)(=O)=O)cc3)C(=O)CC2)c(C)c1
9) O=S(=O)(O)c1ccc(N=Nc2ccc(Nc3ccccc3)cc2)cc1
10) Fc1ccc(-c2cc(C(Cl)Cl)no2)cc1
11) COc1cc(Nc2nccc(-c3ccc(N4CCN[C@@H](C)C4)nc3)n2)cc(OC)c1OC
12) O=C1/C(=C/c2ccc(Cl)cc2)Sc2c(Br)cccc21

screen / no.,7,8,9,10,11,12
NCI-H226,111,97,100,87,85,84
KM12,100,100,106,94,51,100
HCT-15,102,96,120,97,41,87
SW-620,101,110,103,92,69,95
HCT-116,102,104,97,90,43,94
COLO 205,116,100,105,115,.,104
NCI-H460,107,105,110,101,49,105
NCI-H322M,106,95,111,93,60,88
HT29,107,98,115,114,17,102

13) Cc1ccc(S(=O)(=O)OC2CCCCC2)cc1
14) CC(C)c1ccc(S(=O)(=O)Nc2sc3c(c2C(N)=O)CCC(=O)C3)cc1
15) CN1CCc2c(sc3ncnc(N/N=C/c4ccc5ccccc5c4)c23)C1
16) NC(N)=Nc1ccc(Nc2cccc(Oc3ccc(Cl)c(C(F)(F)F)c3)c2)cn1
17) CC1(C)C2CC=C(CCO)C1C2 (stereo not drawn)
18) O=C(Nc1ccc(F)c(Cl)c1)c1n[nH]c(=O)c2ccccc12

screen / no.,13,14,15,16,17,18
NCI-H226,96,104,86,36,110,97
KM12,100,101,78,-59*,106,92
HCT-15,109,102,2.0*,42,109,90
SW-620,111,100,23,-60*,105,107
HCT-116,110,97,-13*,-73*,108,101
COLO 205,105,.,36,-49*,104,105
NCI-H460,107,105,0.3*,-71*,109,107
NCI-H322M,99,107,97,53,107,113
HT29,107,104,20,19,103,112

19) COC1=CC(c2ccc[nH]2)=N/C1=C\c1[nH]c(C)c(C(=O)OCCn2cc(CCCCCCCCC[C@@H]3Cc4cc(O)ccc4C4CC[C@]5(C)[C@@H](O)CC[C@H]5C43)nn2)c1C (stereo partly drawn)
20) COc1ccc(/C=C(\C#N)c2nc(N)nc(Nc3ccc(S(N)(=O)=O)cc3)n2)cc1
21) Cc1ccc2c(n1)C(=O)C(Br)=C(C(C)C)C2=O
22) COc1cc(/C(C)=N/NC(=O)CSc2nc3ccccc3c(=O)n2CCc2ccc(S(N)(=O)=O)cc2)cc(OC)c1OC
23) CC(C1=C(CN(CCc2ccccc2)C(=O)Cc2cn(-c3ccccc3)nc2-c2ccc(Cl)cc2)Cc2ccccc21)c1ccccn1 (stereo not drawn)
24) ClCC1(CSc2ncnc3nc[nH]c23)COC1

screen / no.,19,20,21,22,23,24
NCI-H226,90,100,87,91,80,95
KM12,78,95,104,100,90,115
HCT-15,93,107,92,103,77,106
SW-620,71,111,80,105,86,116
HCT-116,99,101,63,76,52,108
COLO 205,93,105,29,102,82,108
NCI-H460,83,102,107,93,83,109
NCI-H322M,97,96,82,92,107,114
HT29,82,106,108,75,53,92

25) CCC(=C(c1ccc(OCCN2CCCC2)cc1)c1ccc(OCCN2CCCC2)cc1)c1ccc(Cl)cc1
26) CCOCCOCCN1CNc2nc(N)[nH]c(=O)c2C1
27) O=NC1C(Cl)C2CC1C1COCC21 (stereo not drawn)
28) CCCCCCNC(=O)Oc1ccc(/C(=C(/C)Cc2ccc(OC)cc2)c2ccc(OCCN3CCCCC3)cc2)cc1
29) c1ccc(-c2nc3ccccc3o2)cc1
30) Nc1[nH]c(=O)[nH]c(=O)c1-c1c(-c2ccc3c(c2)OCO3)[nH]c2[nH]c(=O)[nH]c(=O)c12

screen / no.,25,26,27,28,29,30
NCI-H226,105,132,101,92,109,.
KM12,-74*,114,109,86,115,124
HCT-15,-70*,110,102,32,108,108
SW-620,-78*,105,120,85,113,106
HCT-116,-81*,101,96,64,113,108
COLO 205,-65*,111,113,79,130,122
NCI-H460,-87*,114,113,.,114,107
NCI-H322M,20,112,98,89,142,.
HT29,-50*,113,102,20,102,113

31) N#Cc1c(-c2ccc(Cl)cc2)csc1NC(=O)Nc1cccc(C(F)(F)F)c1
32) CS(=O)(=O)OCCN(CCOS(C)(=O)=O)c1cccc(Cl)c1
33) COc1ccc(OC)c(Nc2n[nH]c(Cc3ccccc3)n2)c1
34) CCCCCCCOc1cccc(/C=C2/C(=O)N=C3SCCCN32)c1
35) Cc1ncsc1/C=C1/C(=O)Nc2ccccc21
36) CC(C)(C)CC(C)(C)c1ccc(O)c(Cl)c1

screen / no.,31,32,33,34,35,36
NCI-H226,18,95,99,65,91,98
KM12,13,109,104,75,80,106
HCT-15,12,100,108,61,79,106
SW-620,23,113,100,77,105,106
HCT-116,1.8*,102,100,40,95,106
COLO 205,-0.9*,116,110,81,113,106
NCI-H460,5.6*,106,107,82,99,106
NCI-H322M,31,95,99,89,.,103
HT29,13,127,80,64,113,109

37) Cn1cc(-c2csc(-c3ccc4ccccc4c3)n2)c2cc(Br)cnc21
38) COc1ccc(COC(C)=O)cc1
39) CCn1c(O)c(N=Nc2ccc(S(N)(=O)=O)cc2)c2cc(Br)ccc21
40) COC(=O)CCCN1C(=O)/C(=C/N2N=C(c3ccc(OC)cc3)CC2c2ccc(OC)cc2)SC1=S (stereo not drawn)
41) Oc1ccc2ccccc2c1CNc1ccc(Cl)cc1
42) CCOC(=O)[C@@]12N(Cc3ccccc3)C3[C@@H]4[C@]15N(CC21CCC[C@@H]31)C(=O)C(=O)N5c1ccccc1[C@@]4(C)O (stereo partly drawn)

screen / no.,37,38,39,40,41,42
NCI-H226,84,104,95,74,96,87
KM12,90,104,96,94,65,105
HCT-15,89,98,92,72,62,94
SW-620,94,99,94,100,78,96
HCT-116,92,107,91,85,67,103
COLO 205,99,127,103,109,100,109
NCI-H460,98,111,98,82,92,110
NCI-H322M,86,112,96,96,82,95
HT29,83,113,99,83,72,100

43) O=S(=O)(O)c1cc(Cl)cc(N=Nc2ccc(O)cc2O)c1O
44) CC1=NN(Cc2nc(-c3ccc(Cl)cc3)n[nH]2)C(=O)C1
45) CCOC(=O)c1ccc(NC(=O)Nc2cnn(-c3ccc(S(N)(=O)=O)cc3)c2-c2ccccc2)cc1
46) COC(=O)c1c(C(=O)OC)c2n(CC(=O)Nc3cccc4cccnc34)c3ccccc3n2c1C(=O)c1ccc(C#N)cc1
47) CCOC(=O)c1cnn2c(-c3ccccc3O)nc(NCc3ccccc3)nc12
48) Clc1ccc(C2CC(c3cccc(Nc4ccncc4)c3)=NN2c2cc(Cl)cc(Cl)c2)cc1 (stereo not drawn)

screen / no.,43,44,45,46,47,48
NCI-H226,111,94,100,85,75,89
KM12,97,105,101,97,82,9.6*
HCT-15,103,102,109,100,98,-25*
SW-620,115,99,108,99,84,-73*
HCT-116,106,98,96,103,45,-74*
COLO 205,115,100,119,112,.,-58*
NCI-H460,117,108,101,105,72,-68*
NCI-H322M,125,100,93,103,100,82
HT29,.,106,105,107,73,5.2*

49) CN1C(=O)N(C)C2Nn3c(s/c(=C\c4c[nH]c5ccccc45)c3=O)=NC21 (stereo not drawn)
50) N=C(N)c1ccc(-c2ccc(-c3ccc(Cl)cc3Cl)o2)nc1
51) CCCCCCCC(=O)SCC/C=C/[C@@H]1CC(=O)NCc2nc(cs2)C2=N[C@@](C)(CS2)C(=O)N[C@@H](C(C)C)C(=O)N1
52) Clc1ccc2nc(Cl)c3ccccc3c2c1
53) O=C1CCCN1c1cnc2ccccc2c1
54) O=c1[nH]c(Nc2ccc(F)cc2)nc2nccc(-c3ccncc3)c12

screen / no.,49,50,51,52,53,54
NCI-H226,87,97,3.6*,72,101,92
KM12,102,-35*,8.8*,56,103,104
HCT-15,110,2.9*,61,91,99,94
SW-620,102,-69*,27,78,104,96
HCT-116,99,-75*,-30*,19,109,92
COLO 205,112,.,-72*,78,109,105
NCI-H460,103,-63*,9.8*,-1.4*,100,96
NCI-H322M,91,31,1.4*,38,105,100
HT29,111,-24*,-22*,44,103,96

55) CCNC(CCCC1CCCCC1)C(=O)O (stereo not drawn)
56) CCOC(=O)c1c(C)cc(=O)oc1C
57) COc1ccc(C2=NN(C(=O)c3ccc(S(C)(=O)=O)cc3)C(c3ccc(OC)c(OC)c3)C2)c(OC)c1 (stereo not drawn)
58) CC1(C)CN=C(C(Oc2ccc(F)cc2)c2ccccc2)NC1 (stereo not drawn)
59) CCCCNC(=O)NS(=O)(=O)c1ccc(N2N=C(c3ccc(C)cc3)CCC2=O)cc1
60) CN1C(=O)C(Nc2ccc(C(=O)Nc3ccccc3)cc2)=C(c2ccccc2)C1=O

screen / no.,55,56,57,58,59,60
NCI-H226,108,97,86,101,105,91
KM12,99,110,100,107,105,93
HCT-15,99,102,99,116,100,82
SW-620,92,110,105,104,107,107
HCT-116,90,95,83,111,104,113
COLO 205,95,116,111,116,115,81
NCI-H460,98,110,107,106,103,102
NCI-H322M,112,110,94,93,118,93
HT29,99,103,103,104,129,76

# Some of these compounds in order of formula weight, low to high:
38) COc1ccc(COC(C)=O)cc1
55) CCNC(CCCC1CCCCC1)C(=O)O (stereo not drawn)
35) Cc1ncsc1/C=C1/C(=O)Nc2ccccc21
52) Clc1ccc2nc(Cl)c3ccccc3c2c1
24) ClCC1(CSc2ncnc3nc[nH]c23)COC1
54) O=c1[nH]c(Nc2ccc(F)cc2)nc2nccc(-c3ccncc3)c12
34) CCCCCCCOc1cccc(/C=C2/C(=O)N=C3SCCCN32)c1
49) CN1C(=O)N(C)C2Nn3c(s/c(=C\c4c[nH]c5ccccc45)c3=O)=NC21 (stereo not drawn)

screen / no.,38,55,35,52,24,54,34,49
NCI-H226,104,108,91,72,95,92,65,87
KM12,104,99,80,56,115,104,75,102
HCT-15,98,99,79,91,106,94,61,110
SW-620,99,92,105,78,116,96,77,102
HCT-116,107,90,95,19,108,92,40,99
COLO 205,127,95,113,78,108,105,81,112
NCI-H460,111,98,99,-1.4*,109,96,82,103
NCI-H322M,112,112,.,38,114,100,89,91
HT29,113,99,113,44,92,96,64,111

6) CC1(C)CC(=O)C(c2c(-c3ccccc3)[nH]c3[nH]c(=S)[nH]c(=O)c23)=C(O)C1
7) COc1ccc(-c2csc(NC(=O)CSc3nc(C)cc(=O)[nH]3)n2)cc1
37) Cn1cc(-c2csc(-c3ccc4ccccc4c3)n2)c2cc(Br)cnc21
16) NC(N)=Nc1ccc(Nc2cccc(Oc3ccc(Cl)c(C(F)(F)F)c3)c2)cn1
40) COC(=O)CCCN1C(=O)/C(=C/N2N=C(c3ccc(OC)cc3)CC2c2ccc(OC)cc2)SC1=S (stereo not drawn)
51) CCCCCCCC(=O)SCC/C=C/[C@@H]1CC(=O)NCc2nc(cs2)C2=N[C@@](C)(CS2)C(=O)N[C@@H](C(C)C)C(=O)N1

screen / no.,6,7,37,16,40,51
NCI-H226,108,111,84,36,74,3.6*
KM12,118,100,90,-59*,94,8.8*
HCT-15,112,102,89,42,72,61
SW-620,104,101,94,-60*,100,27
HCT-116,102,102,92,-73*,85,-30*
COLO 205,119,116,99,-49*,109,-72*
NCI-H460,117,107,98,-71*,82,9.8*
NCI-H322M,102,106,86,53,96,1.4*
HT29,106,107,83,19,83,-22*

# Remaining list, next part.
61) Cc1cc(C)cc(NC(c2ccc(OC(F)F)c(OCC3CC3)c2)c2nnnn2C2CCCCC2)c1 (stereo not drawn)
62) CC(=O)N(C)c1ccc2c(c1)C(=O)c1ccccc1-2
63) O=C(NN1C(=O)/C(=C/C=C/c2ccc([N+](=O)[O-])o2)SC1=S)c1ccc([N+](=O)[O-])cc1
64) CC1=CC(C)C(=O)N(CCN2CCOCC2)C(C)=C1 (stereo not drawn)
65) CN(C)CCC(=O)c1cccc2ccccc12
66) CC(C)(C)n1nnnc1C(NC12CC3CC(CC(C3)C1)C2)c1ccccc1 (stereo not drawn)
67) O=C(Nc1ccc(OCc2nnc(-c3ccc(Cl)cc3)o2)c(F)c1)Nc1ccc(Cl)c(Cl)c1
68) COC(=O)CCCCCCCCCC(=O)O
69) N#Cc1nc2c(S(=O)(=O)c3ccc(Cl)cc3)c(N)n(Nc3cccc(Cl)c3)c2nc1C#N

screen / no.,61,62,63,64,65,66,67,68,69
NCI-H226,74,90,-83*,104,105,109,79,104,85
KM12,94,107,-95*,108,96,102,54,105,64
HCT-15,94,101,-85*,102,102,96,48,98,91
SW-620,94,103,-78*,113,108,110,47,110,36
HCT-116,82,105,-76*,118,104,102,30,106,33
COLO 205,107,109,-94*,118,114,126,70,112,72
NCI-H460,88,103,-49*,109,105,103,29,103,66
NCI-H322M,92,102,-100*,105,101,96,55,110,31
HT29,81,103,-80*,102,111,102,33,108,69
